CHRM1 antagonist = blocks human M1 muscarinic receptor. P11229. CHO-K1 hM1, Fluo-8 calcium fluorescence, ACh EC80 antagonist. inhibition, % at 3 µM. hit rate 1.3% among 360,000. AID 588852;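 active means percent inhibition above its own plate's cutoff, namely the mean of that plate's compound wells plus 3 SD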;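 further: peak over basal fluorescence ratio during 140 s after agonist addition; 0% = ACh EC80 plus DMSO and 100% = DMSO alone without agonist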
Target sequence (P11229 whole entry, looked up): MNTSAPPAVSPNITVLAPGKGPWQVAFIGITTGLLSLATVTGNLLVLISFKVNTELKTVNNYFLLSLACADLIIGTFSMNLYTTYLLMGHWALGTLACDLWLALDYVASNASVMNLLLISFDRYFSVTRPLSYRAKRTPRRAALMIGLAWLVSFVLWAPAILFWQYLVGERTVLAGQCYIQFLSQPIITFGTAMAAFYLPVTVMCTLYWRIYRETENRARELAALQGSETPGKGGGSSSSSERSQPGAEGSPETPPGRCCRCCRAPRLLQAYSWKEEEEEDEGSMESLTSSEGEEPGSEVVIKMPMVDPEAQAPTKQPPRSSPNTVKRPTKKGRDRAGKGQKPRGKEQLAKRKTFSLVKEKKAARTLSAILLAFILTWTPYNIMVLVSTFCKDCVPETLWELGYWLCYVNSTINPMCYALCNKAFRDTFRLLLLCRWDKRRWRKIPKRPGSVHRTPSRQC
CHRM4 antagonist = blocks acetylcholine activation of human M4 receptor; P08173; CHO-hM4 cells, ACh EC80, Fluo-8 calcium fluorescence; inhibition, % at 3 µM; hit rate 0.73% among 360,000; AID 624125;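 active means inhibition above its plate's cutoff, the mean inhibition of sample wells plus 3 SD, cut at about 27% in these data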;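 further: 0% = acetylcholine EC80 with DMSO and 100% = DMSO without agonist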
TAAR1 ag = agonists of human TAAR1 | hit rate 0.99% among 360,000 | AID 624467 | CHO RD-HGA16 TAAR1, Fluo-8 calcium fluorescence; vehicle wells 0%, saturating PEA agonist 100% | activation, % at 3 µM | Q96RJ0;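 active means activation above the mean activation of all test compounds in the run plus 3 SD, cut at about 38% in these data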
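Test system: RD-HGA16 (CHO) cells co-expressing Gα16 and hTAAR1 | Doses: Single dose, 3 µM | Schedule: 17-24 h seeding, 75 min 37 °C dye, 30 min RT | Evaluation: % activation from peak over basal fluorescence ratio, DMSO-to-PEA scaled | Technique: Kinetic Fluo-8 calcium fluorescence | Benchmarks: Low control DMSO, high control PEA (EC100)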
M1 ag = human M1 muscarinic receptor agonism; AID 588814; activation, % at 3 µM; hit rate 0.33% among 360,000; CHO-K1 hM1, Fluo-8 calcium fluorescence, agonist mode; 0% DMSO, 100% acetylcholine EC100; P11229;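 active means activation above the run's mean compound activation plus 3 SD, cut at about 16% in these data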;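 further: peak over basal fluorescence ratio within a 140 s kinetic read after compound addition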
CHRM5 antagonist = CHRM5 antagonism in calcium assay | inhibition, % at 3 µM | CHO-hM5 cells, Fluo-8 calcium fluorescence, ACh EC80 | AID 624040 | hit rate 0.59% among 360,000;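 active means inhibition above a per-plate cutoff, the mean of that plate's test compounds plus 3 SD, cut at about 27% in these data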;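 further: 0% = acetylcholine EC80 with DMSO and 100% = DMSO without agonist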
Target sequence (P08912 whole entry, looked up): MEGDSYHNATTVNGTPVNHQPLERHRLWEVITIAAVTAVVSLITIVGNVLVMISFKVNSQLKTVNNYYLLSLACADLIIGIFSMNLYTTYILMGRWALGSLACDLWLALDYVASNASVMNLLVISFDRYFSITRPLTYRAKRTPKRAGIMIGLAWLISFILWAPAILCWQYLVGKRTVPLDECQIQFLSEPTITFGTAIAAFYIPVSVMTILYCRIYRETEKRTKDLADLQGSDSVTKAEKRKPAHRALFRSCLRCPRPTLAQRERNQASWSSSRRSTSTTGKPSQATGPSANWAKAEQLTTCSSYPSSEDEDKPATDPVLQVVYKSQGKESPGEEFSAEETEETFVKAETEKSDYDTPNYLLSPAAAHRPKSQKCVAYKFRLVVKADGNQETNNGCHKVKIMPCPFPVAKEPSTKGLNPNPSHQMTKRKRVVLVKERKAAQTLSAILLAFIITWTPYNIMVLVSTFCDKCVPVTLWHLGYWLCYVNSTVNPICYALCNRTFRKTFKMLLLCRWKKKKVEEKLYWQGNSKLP
M5 PAM = potentiates acetylcholine response at human M5 receptor. activation, % at 3 µM. P08912. CHO-K1 hM5, Fluo-8 calcium, ACh EC20 PAM; 0% = ACh EC20, 100% = ACh EC100. hit rate 0.3% among 360,000;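 active means activation above the run cutoff, the mean activation of all test compounds plus 3 SD, cut at about 18% in these data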
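Test system: CHO-K1 hM5 cells / Doses: single-point, 3 µM nominal / Times: Post-acetylcholine fluorescence recording 140 s / Technique: Fluo-8 calcium fluorescence / Measure: Max/basal fluorescence ratio as % of EC20–EC100 ACh window / Benchmarks: low control EC20 acetylcholine (0%), high control EC100 acetylcholine (100%) / Replicates: one well per compound, no replicates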
CHRM1 PAM = positive allosteric modulators of human M1 muscarinic receptor. P11229. CHO-K1 hM1, Fluo-8 calcium fluorescence, ACh EC20; 0% = ACh EC20, 100% = maximal ACh. activation, % at 3 µM. hit rate 0.088% among 360,000; in the data active means activation above about 19%, passing the limit was not always enough
CHRM4 agonist = agonists of human muscarinic M4 receptor (CHRM4); P08173; CHO-K1 hM4/Gqi5, Fluo-8 calcium fluorescence; vehicle 0%, full acetylcholine response 100%; hit rate 0.14% among 360,000; activation, % at 3 µM;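 active means activation above the run mean over all test wells plus 3 SD, cut at about 32% in these data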;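 further: peak over basal fluorescence ratio per well then scaled between controls; 0% = DMSO wells and 100% = acetylcholine at EC100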
CHRM5 agonist = CHRM5 agonism in calcium assay | activation, % at 3 µM | hit rate 0.19% among 360,000 | CHO-K1 hM5 cells, Fluo-8 calcium fluorescence; 0% DMSO wells, 100% maximal acetylcholine response | P08912 | AID 624037;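 active means activation above the run's mean over test compounds plus 3 SD, cut at about 23% in these data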;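 further: signal is peak over basal fluorescence ratio across the kinetic read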
* marks the source's active call; other numbers are inactive results; x = no result given. Only part of the results is shown, so the mix of outcomes need not match the whole.

smiles,CHRM1 antagonist,CHRM4 antagonist,TAAR1 ag,M1 ag,CHRM5 antagonist,M5 PAM,CHRM1 PAM,CHRM4 agonist,CHRM5 agonist
Cc1ccc(OCC(=O)Nc2nnc(-c3ccco3)s2)cc1,-29,-1,10,4,0,10,6,0,7
O=C(O)C1(c2ccccc2)CCC(Nc2ccccc2)C1 (stereo not drawn),6,12,4,-2,18,-8,-6,-1,-5
O=C(Oc1ccc(Br)cc1)c1cncc(Br)c1,-1,9,7,-6,-5,2,1,-1,1
O[C@@H]1[C@@H](O)C=C2CCN3Cc4cc5c(cc4[C@H]1C23)OCO5 (stereo partly drawn),-32,-2,0,-1,-7,10,6,0,0
COc1ccccc1/C=N/NC(=O)CC(=O)NCCc1ccccc1,-6,-3,1,-3,5,-2,8,1,0
Cc1ccc(NS(=O)(=O)c2cc(C(=O)NCCSc3ccc(C)cc3)ccc2C)cc1,4,7,7,-6,-9,-2,1,-1,0
O=C(Sc1ccc(Cl)cc1)c1cccc(Cn2cc(C(F)(F)F)ccc2=O)c1,-18,-7,1,-1,6,11,14,1,4
CCc1nnc(NC(=O)CCC(=O)NC2CCCC2)s1,-5,-4,1,-2,10,-6,5,0,0
O=C(COc1ccccc1)NCc1ccco1,-2,-1,2,4,8,-1,6,1,4
CC(C)c1nc(SCC(=O)Nc2ccc([N+](=O)[O-])cc2Br)n[nH]1,-5,-8,2,-4,6,-12,6,14,7
CCn1c(COc2ccc(=O)n(-c3ccccc3)n2)nnc1SCc1ccccc1C,-4,-11,8,0,0,-4,8,2,-1
O=C(COC(=O)CSc1cc(Cl)ccc1Cl)NCc1ccc2c(c1)OCO2,-3,-1,3,-8,-6,2,8,2,-5
CCCc1noc(-c2ccc(-c3ccccc3)cc2)n1,-12,-4,13,-3,3,-11,8,0,-3
CCc1nnc(NC(=O)c2cc3c(s2)CCCCC3)s1,-18,-2,6,-3,-9,7,7,0,-3
CCOC(=O)N1CCN(C(=O)NC23CC4CC(CC(C4)C2)C3)CC1,-10,-1,4,-5,-1,1,5,0,-1
COc1ccc(C(=O)C2CCCN(Cc3cnc(N4CCCC4)s3)C2)cc1OC (stereo not drawn),11,-2,9,-12,-1,1,-17,3,-5
C[C@@H](c1ccccc1)N1C[C@@H](COCc2ccccc2)Oc2cc(N3CCC[C@H]3CO)ccc2S1(=O)=O,x,8,2,x,18,-13,x,2,0
Nc1nc2nonc2nc1N,-15,-3,0,-4,6,-2,13,2,0
COc1ncccc1C(=O)N1CCCC(C(=O)c2cccc(OC(C)C)c2)C1 (stereo not drawn),4,6,2,-5,10,-11,-1,3,2
Cc1cc(C(=O)NCC(c2ccco2)N(C)C)no1 (stereo not drawn),7,10,3,-7,0,1,-2,0,-2
Cc1nc(N(C)C)ncc1C(=O)O,-35,-4,2,-1,-1,0,4,0,-1
Cc1ccc(S(=O)(=O)N2c3ccccc3NC(=O)C2CC(=O)Nc2ccccc2)cc1 (stereo not drawn),-11,-8,19,-3,1,2,1,2,1
Cc1cccc(N2CCN(C(=O)c3cnn4c(C(F)F)cc(-c5ccccc5)nc34)CC2)c1C,-6,-16,0,-3,8,-6,0,1,1
COc1ccc2[nH]c(C(=O)N3CCN(Cc4ccccc4)CC3)cc2c1OC,-25,-9,10,-2,-3,-9,10,8,6
COC(=O)c1sc(-c2ccccc2)cc1NC(=O)c1ccccc1,-5,5,10,-8,-7,5,5,0,0
CCCC(=O)Nc1ccc(NC(=O)c2ccccc2Cl)nc1,22,1,10,-2,6,-6,-9,1,-5
CCC(=O)Nc1nc2ccccc2n1Cc1ccc(Cl)cc1,7,5,6,-5,3,1,-10,2,-4
O=c1[nH]cc(S(=O)(=O)N2CCN(c3cccc(Cl)c3)CC2)c(=O)[nH]1,0,-5,2,-1,0,3,3,0,2
O=S(=O)(Nc1ccccc1N1CCCCC1)c1ccc(Cl)s1,-13,-5,11,-6,-1,-4,-8,-2,-10
CCC[C@@H](CN1CCC[C@H]1CN1C(N)=NC[C@H]1CC(C)C)N1C[C@@H]([C@H](C)CC)N(CCc2ccc(Cl)c(Cl)c2)C1=N,38*,-6,1,-11,-9,-5,-29,0,-3

Three of the entries above in order of the M5 PAM value, ascending:
smiles	M5 PAM
COc1ncccc1C(=O)N1CCCC(C(=O)c2cccc(OC(C)C)c2)C1 (stereo not drawn)	-11
O=C(COc1ccccc1)NCc1ccco1	-1
O=C(Oc1ccc(Br)cc1)c1cncc(Br)c1	2

Remaining list, next part
smiles,CHRM1 antagonist,CHRM4 antagonist,TAAR1 ag,M1 ag,CHRM5 antagonist,M5 PAM,CHRM1 PAM,CHRM4 agonist,CHRM5 agonist
COc1ccc(CNS(=O)(=O)c2ccc3c(c2)N(C)CCO3)cc1,-4,2,5,-1,29*,-11,8,8,-3
CC(C)[C@H](NC(=O)NCc1ccco1)C(=O)O,-12,4,0,-4,1,-4,10,0,-1
Cc1ccc(OCC(=O)N/N=C/c2cccnc2)cc1C,-2,-2,4,-2,2,5,12,3,-1
Clc1ccccc1CSc1nnc(-c2ccccn2)n1Cc1ccco1,9,8,12,-2,-2,-2,0,1,-4
NC(=O)CSc1n[nH]c(=O)n1CCc1ccccc1,19,-1,0,-2,-1,5,-4,0,-2
CN(C)S(=O)(=O)c1cccc(C(=O)Nc2cc(Cl)cc(Cl)c2)c1,-16,3,31,-3,6,-9,-6,6,-3
CC(C)Cn1c(C(C)NC(=O)Cc2ccccc2)nc2ccccc21 (stereo not drawn),-8,-37,-1,-7,-10,1,3,1,-3
COc1ccc(-c2nc(N)nc(C)c2Oc2ccccc2Br)c(O)c1,-8,-2,15,-3,-1,-4,1,0,-5
COc1cc(OC)cc(C(=O)N[C@H](C(=O)Nc2cc(C)cc(C)c2)C(C)C)c1,8,8,1,-3,7,2,-1,-1,0
O=C1CC(N2CCCCC2)C(=O)N1c1ccccc1 (stereo not drawn),-23,4,2,-2,-4,9,6,0,-2
CCOC(=O)CNC(=O)C(NC(=O)C1CCC(C)CC1)C(C)CC (stereo not drawn),-6,1,6,-2,0,1,6,1,0
O=C(CCN1C(=O)C2C3CCC(C3)C2C1=O)Nc1ccc([N+](=O)[O-])cc1 (stereo not drawn),1,10,12,-4,-15,1,4,1,1
CCNC(=O)CC1C(=O)N(CC)C(=S)N1NC(=O)c1ccccc1 (stereo not drawn),-9,21,3,-4,29*,28*,14,5,1
C=CCNc1ncnc2c1ncn2[C@H]1CN(Cc2ccccc2)C[C@@H](COC(C)=O)O1,-16,-10,2,1,11,-2,6,4,3
CC(=O)Nc1cccc(C(=O)Nc2cccnc2)c1,-13,-12,-1,-4,11,2,10,2,1
Cc1ccc(N(CC(=O)Nc2c(C)n(C)n(-c3ccccc3)c2=O)S(C)(=O)=O)cc1C,-16,-3,2,-2,0,-3,1,1,0
CCc1ccc(-c2ccc(C(=O)O)c(C)n2)cc1,-15,-12,-1,1,-10,0,7,1,-3
Cc1ccc(N(Cc2ccccc2)C(=O)c2ccc(F)c(S(=O)(=O)N3CCOCC3)c2)cc1,-3,0,6,1,12,-13,11,4,-5
Cc1nc(N2CCC(C)CC2)c2c(C)c(C(=O)Nc3ccc4c(c3)OCCO4)sc2n1,-14,-2,-1,-2,-13,10,12,1,0
Cc1cc(=O)oc2cc(OCC(=O)Nc3ccc4[nH]c(=O)[nH]c4c3)ccc12,3,2,0,-3,11,-2,2,0,-2
O=C1NC(=O)C(c2ccccc2)(c2ccc(Cl)cc2Cl)N1 (stereo not drawn),26,-7,2,-8,3,-28,-21,1,-11
Cc1cc(C)n(CCSCC(=O)O)n1,-17,2,-1,-1,8,-7,0,1,1
COc1c(C)cc(C(=O)C2CCCN(C(=O)C3=C(C)OCCO3)C2)cc1C (stereo not drawn),3,-8,1,-3,2,-5,-1,3,-6
COc1ccc(N=C2C(=O)Nc3ccc(C)c(Br)c32)cc1,7,3,-2,-5,21,-3,-2,1,-7
Cc1ccc(S(=O)(=O)N2C(=O)CCC2C(=O)N2CCN(C)CC2)cc1 (stereo not drawn),-9,-8,5,-3,1,4,10,0,-1
Cc1nn(C(C)(C)C)c(OC(=O)CC(C)C)c1S(=O)(=O)c1ccccc1,-12,-9,2,-5,-1,1,8,-1,-7
Cc1ccc(N2C(=O)Nc3ccccc3C2(O)C(=O)NCCCOC(C)C)cc1C (stereo not drawn),-7,1,1,-5,-7,3,2,3,-2
CCn1c(SCC(=O)N/N=C/C=C\c2ccccc2[N+](=O)[O-])nc2ccccc21,-1,-4,8,-4,8,-9,-5,11,-3
COc1cccc(CCNc2ccc(N3C(=O)CC(C)C3=O)cc2[N+](=O)[O-])c1 (stereo not drawn),-8,5,0,-1,1,-5,-5,7,-1
COc1ccc(NC(=O)CSCC(=O)N(C)CCOc2ccc(Cl)cc2)cc1,0,-2,0,-7,1,-6,-3,4,-5

Later entries.
smiles,CHRM1 antagonist,CHRM4 antagonist,TAAR1 ag,M1 ag,CHRM5 antagonist,M5 PAM,CHRM1 PAM,CHRM4 agonist,CHRM5 agonist
Cc1cc(C)c(S(=O)(=O)N2CCCC(C(=O)NCCC3=CCCCC3)C2)c(C)c1 (stereo not drawn),-3,-3,4,-4,-6,2,11,2,3
COc1ccc(S(=O)(=O)N2CCC(C(=O)Nc3ccc(S(=O)(=O)N4CCCC4)cc3)CC2)cc1OC,2,11,4,-4,13,-3,1,2,-4
Cc1nnc(NC(=O)Nc2ccc(Cl)c(Cl)c2)s1,-8,-9,42*,-1,-2,4,4,6,0
O=C(Oc1ccc(-c2nnco2)cc1)N1CCCCC1,-15,6,4,-4,4,-1,-1,1,-2
CCCOc1ccc(Cc2c(Cl)nc(SC)nc2OC)cc1,-13,4,6,-8,4,-1,11,-1,0
C=C[C@H](CC(C)C)N(Cc1ccccc1)S(=O)(=O)N(Cc1ccc(OC)cc1)[C@H](C=C)CC(C)C,-3,-9,2,-3,0,8,6,1,2
COc1c(C)cc(C(=O)C2CCCN(Cc3cnc(N4CCOCC4)s3)C2)cc1C (stereo not drawn),-6,-15,18,-3,-3,4,2,6,5
Cc1cc(C)c(CN2CCC(CO)(CCOc3ccccc3)CC2)cc1C,17,2,17,-4,17,-16,-14,24,-2
COc1ccc(C(=O)OCC(=O)NCCCc2ccccc2)cc1[N+](=O)[O-],0,10,2,-6,6,3,4,1,4
Cc1cccc(/C=N/NC(=O)c2cccc(NC(=O)c3ccccc3)c2)n1,7,1,8,-5,6,-9,-6,8,-1
CC(=O)NNC(=O)c1nc(-c2ccccc2)c(C)o1,-14,2,3,-1,1,2,6,1,-2
CN(C(=O)COC(=O)c1n[nH]c2ccccc12)c1ccccc1,3,-6,0,2,1,-1,9,4,4
CCOc1ccc2nc(N3C(=O)/C(=C/c4ccccc4)NC3=S)sc2c1,-16,-18,0,0,0,-2,4,1,1

Screens from PubChem BioAssay.
